Bioassay records (PubChem)
PKA kinase inh – inhibitors of human protein kinase A; PKA Kemptide phosphorylation, Kinase-Glo ATP luminescence; inhibition, % at 6 µM; AID 524; P17612; 0.1% of 65,000 active;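 active means inhibition above the screen-wide mean inhibition plus 3 SD, cut at about 21% in these data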; further: many of its hits are not listed in these tables
CatB mix inh – inhibitors of human cathepsin B in compound mixtures. P07858. Purified cathepsin B, AMC dipeptide fluorescence. inhibition, %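 (ten-compound pools at 5 µM per compound and 50 µM total)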. 0.06% of 62,000 active. AID 488; in the data active means inhibition above about 22%, passing the limit was not always enough;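 further: 0% = enzyme without compound and 100% = no enzyme blank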
CatB block – human cathepsin B inhibition; P07858; purified cathepsin B, fluorogenic substrate, fluorescence; inhibition, %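 (tested at 10 µM)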; 0.1% of 63,000 active; in the data active means inhibition above about 21%;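 further: 0% = enzyme with no compound and 100% = no enzyme blank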
CatG inh – cathepsin G (human) inhibition; P08311; AID 581; inhibition, % at 5 µM (by protocol); 0.2% of 62,000 active; purified enzyme, AMC-tetrapeptide fluorescence, pooled mixtures;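 active means inhibition above 20% in each of the two mixture wells holding the compound; inactive means inhibition of 20% or less in either well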;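 further: 0% = enzyme control without mixture and 100% = blank lacking enzyme; strong numbers were not always called active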
Target sequence (P08311 21-244 limits assumed): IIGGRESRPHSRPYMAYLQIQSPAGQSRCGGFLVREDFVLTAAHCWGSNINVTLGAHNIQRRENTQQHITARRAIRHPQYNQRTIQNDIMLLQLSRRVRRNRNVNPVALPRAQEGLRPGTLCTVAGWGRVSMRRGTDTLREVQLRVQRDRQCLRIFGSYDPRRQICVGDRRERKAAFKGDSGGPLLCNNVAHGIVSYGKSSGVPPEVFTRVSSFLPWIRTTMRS
ROCK2 inh – blocks human Rho kinase 2 activity. O75116. purified ROCK2, Kinase-Glo ATP depletion luminescence. inhibition, % at 6 µM. 0.35% of 60,000 active. AID 604;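 active means inhibition above the screen-wide mean inhibition plus 3 SD, cut at about 18% in these data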;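 further: plate controls were DMSO wells for no effect and Y-27632 control wells after no-enzyme background subtraction for full effect; many of its hits are not listed in these tables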
Her2 expr inh – Her2 kinase expression inhibition; 0.69% of 65,000 active; SKBR-3 HER2 protein level, AlphaScreen, 18-24 h; hits give low values; HER2 level % of control, % at 10 µM;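 active means HER2 level under 5% of the carrier-only control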;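 further: 100% = DMSO carrier and 0% = 500 nM PU-H71 HSP90 inhibitor; lower value means stronger loss of Her2 protein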
C1s inh – human complement C1s inhibition; purified C1s, fluorogenic AMC substrate, pooled mixtures; AID 538; 0.16% of 62,000 active; mean inhibition % of two 10-compound mixtures (hits give high values), % at 5 µM (by protocol);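 active means inhibition above 20% in each of the two 10-compound mixture wells holding the compound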;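 further: 0% = enzyme wells lacking compound mixture and 100% = no-enzyme blank wells; some compounds called inactive have numbers as strong as hits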
CatL block – blocks human cathepsin L protease activity; purified cathepsin L, fluorogenic substrate, fluorescence; P07711; 0.17% of 58,000 active; AID 460; inhibition, %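 (tested at 10 µM)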; in the data active means inhibition above about 45%;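 further: 0% = enzyme with no compound and 100% = no enzyme blank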
Target sequence (P07711 114-288 limits assumed): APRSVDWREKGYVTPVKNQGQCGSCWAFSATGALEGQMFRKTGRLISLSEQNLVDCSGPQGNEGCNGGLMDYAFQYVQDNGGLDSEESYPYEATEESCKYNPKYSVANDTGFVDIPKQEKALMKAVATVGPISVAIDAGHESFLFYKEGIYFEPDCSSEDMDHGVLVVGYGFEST
Target sequence (P07711 292-333 limits assumed): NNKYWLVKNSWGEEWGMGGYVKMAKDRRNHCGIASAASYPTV
CatS inh – human cathepsin S inhibition | inhibition, %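 (tested at 5 µM per compound within 10-compound mixtures)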 | recombinant cathepsin S, AMC dipeptide fluorescence, pooled mixtures | P25774 | 0.06% of 62,000 active; in the data active means inhibition above about 32%, passing the limit was not always enough;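 further: 0% = enzyme without compound and 100% = blank without enzyme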
Target sequence (P25774 115-331 limits assumed): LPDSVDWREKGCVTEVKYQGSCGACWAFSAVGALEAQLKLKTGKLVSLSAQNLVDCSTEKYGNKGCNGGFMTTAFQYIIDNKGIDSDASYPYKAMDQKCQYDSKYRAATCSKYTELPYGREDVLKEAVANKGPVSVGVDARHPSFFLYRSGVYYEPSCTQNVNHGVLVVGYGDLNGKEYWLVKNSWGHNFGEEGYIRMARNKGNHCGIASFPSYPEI
* hit, by the source's call; . = no result given.

A first look, two compounds:
No.	PKA kinase inh	canonical_smiles	CatB mix inh	CatB block	CatG inh	ROCK2 inh	Her2 expr inh	C1s inh	CatL block	CatS inh
1	3.3	Cc1ccc(S(=O)(=O)N2CCC(C(=O)N3CCC[C@H]3C(=O)NCc3ccco3)CC2)cc1	-2.5	-2.0	7.7	0.5	107.7	6.6	.	-1.5
2	7.8	COC(=O)c1ccccc1NC(=O)CSc1ccccn1	3.0	5.0	11.5	3.5	111.5	-21.1	12.0	15.6

This part in full, from the first entry:
No.	PKA kinase inh	canonical_smiles	CatB mix inh	CatB block	CatG inh	ROCK2 inh	Her2 expr inh	C1s inh	CatL block	CatS inh
1	3.3	Cc1ccc(S(=O)(=O)N2CCC(C(=O)N3CCC[C@H]3C(=O)NCc3ccco3)CC2)cc1	-2.5	-2.0	7.7	0.5	107.7	6.6	.	-1.5
2	7.8	COC(=O)c1ccccc1NC(=O)CSc1ccccn1	3.0	5.0	11.5	3.5	111.5	-21.1	12.0	15.6
3	1.5	CCC(CC)C(=O)Nc1cccc(-c2nc3ccccc3o2)c1	2.2	3.8	9.7	-2.3	94.7	13.3	8.2	-3.0
4	4.0	C=CCn1cc(C(=O)NCCCOC)c(=O)c2cc(S(=O)(=O)N3CCC(C)CC3)ccc21	3.5	-0.7	7.4	8.9	57.9	-2.0	.	1.8
5	9.2	COc1ccc(NC(=O)CNS(=O)(=O)c2ccccc2)cc1Cl	3.1	2.0	5.5	9.7	103.4	-35.0	-1.3	-17.3
6	9.9	O=C(Nc1ccc2c(c1)OCO2)C(c1ccc(Cl)cc1)N1CCC2(CC1)OCCO2 (stereo not given)	2.6	1.1	11.4	2.4	68.5	13.0	.	-5.7
7	3.7	Cc1ccc(-c2csc3ncnc(OCC(=O)NC(=O)NCc4ccco4)c23)cc1	2.7	-6.9	-1.5	2.1	58.7	0.8	1.6	3.6
8	-0.2	C/C(NCC(C)(C)CN(C)C)=C(/C#N)C(=O)NCc1ccccc1	4.3	5.6	-2.9	-3.1	348.8	3.4	1.7	9.7
9	1.1	COCC(=O)Nc1ccc(N(C)C)cc1	3.2	-0.8	13.2	8.1	113.2	12.8	4.7	-4.1
10	-0.1	O=C(Cc1ccccc1)Nc1ccc(C(=O)O)cc1	2.4	2.0	8.8	3.9	105.7	-1.7	-2.6	3.1
11	11.3	COc1cc(C(=O)Nc2ccc(-c3nc4cc(C)ccc4o3)c(O)c2)cc(OC)c1OC	-1.2	-5.6	-11.8	3.0	70.9	-71.6	-95.0	-9.5
12	5.8	CCC(Sc1nc2n[nH]c(C)c2c(=N)n1-c1cccc(Cl)c1C)C(=O)N(CC)CC (stereo not given)	1.8	13.8	7.3	.	93.5	11.9	.	-9.6
13	4.2	CCC(C(=O)NCc1ccco1)N(C(=O)CNS(=O)(=O)c1ccc(C)cc1)c1ccccc1OC (stereo not given)	-12.4	-0.2	-3.7	4.1	92.3	-85.8	26.1	-7.7
14	2.9	CCN(CC)CCCN1C(=O)C(O)=C(C(=O)c2cccs2)C1c1ccccn1 (stereo not given)	-13.5	0.7	-1.8	3.5	50.6	-77.2	6.8	2.5
15	4.7	COC1=Cc2c(ccc3ccc(=O)oc23)OC1(C)C	0.8	3.9	7.5	.	189.2	9.3	3.6	-4.3
16	-1.9	O=C(NCC12CC3CC(CC(C3)C1)C2)c1nc2ncccn2n1	5.8	-3.4	-2.0	-0.6	73.7	-53.6	3.2	-3.0
17	7.7	COc1ccc(OCCN2C(=O)NC(C)(c3ccc(C)cc3)C2=O)cc1 (stereo not given)	-9.8	1.8	3.4	6.1	127.7	-36.0	7.2	-4.1
18	8.6	COc1cccc(OC)c1C(=O)Nc1c(C)n(C)n(-c2ccccc2)c1=O	1.7	3.3	-7.3	3.6	136.4	-7.4	7.1	-5.9
19	.	O=P(c1ccccc1)(c1ccccc1)C(O)c1ccco1 (stereo not given)	3.9	-3.9	10.2	.	117.2	16.1	21.4	14.6
20	-0.4	CN(CC(=O)N1CCN(c2ccccc2)CC1)S(=O)(=O)c1cnc[nH]1	4.6	0.8	7.7	0.2	88.5	15.0	-6.8	-1.5
21	7.0	COc1ccc(CSc2nncn2N)cc1Br	6.1	-4.5	-0.8	4.0	102.9	3.0	-4.5	2.5
22	5.2	CCOc1ccc(-c2nc(-c3ccccc3)no2)cc1OCC	2.2	2.9	7.3	4.7	94.9	-1.2	.	5.9
23	3.3	CC1(c2ccc3c(c2)OCO3)NC(=O)N(CC(=O)Nc2ccc(N3CCOCC3)cc2)C1=O (stereo not given)	-4.3	2.3	10.9	7.5	168.2	1.2	11.8	10.2
24	1.6	COc1ccc2c(c1)NC1(O)c3ccccc3C(=O)C21O (stereo not given)	-0.5	4.6	-0.8	.	145.3	-23.3	-6.4	-1.4
25	9.0	COC(=O)C1(S(=O)(=O)c2cc(Br)cc3c2N(C(C)=O)CC3)CC1	1.3	-5.7	-4.1	1.9	100.8	-18.9	-5.4	0.9
26	10.3	Cn1c(=O)[nH]c(=O)c2[nH]c(NCCCN3CCOCC3)nc21	4.4	-4.3	8.8	.	74.7	-0.9	4.8	-3.2
27	1.2	Cc1cc(Cl)ccc1OCCCC(=O)N1CCOCC1	0.4	1.4	10.6	-1.1	111.4	16.2	9.9	11.9
28	-5.6	CCOC(=O)c1c(C)[nH]c(C(C)=O)c1C	-8.3	-4.1	-6.6	-3.4	85.3	-81.0	6.7	-4.7
29	.	Cc1cc(N2CCCC2)ccc1/C=N/n1cnnc1	-1.1	5.8	8.9	.	86.5	6.3	.	4.4
30	3.8	CC(N)C12CC3CC(C1)CC(C(C)N)(C3)C2 (stereo not given)	1.5	-0.5	1.5	7.0	86.2	-1.9	-6.5	-5.8
31	6.4	CCOC(=O)Cc1c(C)c2c(C)[nH]nc2oc1=O	1.6	2.2	5.6	5.0	105.8	-36.0	5.3	1.6
32	1.4	COc1ccc(S(=O)(=O)N2CCCC2C(=O)Nc2nnc(-c3cccnc3)s2)cc1 (stereo not given)	3.3	-1.2	0.7	-0.8	104.0	-24.2	-8.0	4.8
33	0.1	O=C(O)CC1(Cc2nc(-c3cccs3)no2)CCCC1	3.8	6.4	-4.5	-6.7	85.0	-16.6	-1.5	4.0
34	4.9	O=C1CC(C(=O)O)c2ccccc2N1 (stereo not given)	.	3.3	.	8.1	92.9	.	17.9	.
35	4.2	COc1ccc(NC(=O)NCCCN2CCCCC2C)cc1 (stereo not given)	6.7	-0.3	4.6	-1.0	87.7	-10.7	1.5	-7.7
36	7.7	O=S(=O)(Nc1ccc2c(c1)OCCO2)c1cccs1	1.3	5.7	9.7	9.8	95.8	12.2	15.7	14.3
37	10.2	Cc1ccc(C(=O)NCCNC(=O)CN2CCOCC2)cc1	0.0	-2.8	3.2	2.9	82.2	2.1	8.1	9.7
38	-4.9	N#Cc1nc(-c2ccccc2Cl)oc1N1CCCCC1	.	1.8	.	0.1	84.3	.	-34.9	.
39	0.7	COc1cc2[nH]c(=O)n(CCC(=O)NC3CCN(Cc4ccccc4)CC3)c(=O)c2cc1OC	5.0	-2.5	14.5	.	.	-36.0	-6.7	-4.5
40	-0.7	O=C(Nc1cccc(NC(=O)C2CC3CCCC(C2)C3=O)n1)C1CC2CCCC(C1)C2=O (stereo not given)	-1.1	6.8	7.4	2.0	94.3	14.2	2.5	-4.9
41	13.7	CN(Cc1ccccc1)c1oc(-c2ccco2)nc1C#N	-4.8	-1.6	-20.5	7.0	93.2	-65.5	-17.9	-14.9
42	4.6	COc1ccc(OC)c(Nc2nc(-c3sc(N)nc3C)cs2)c1	3.6	2.9	-0.9	1.4	77.5	0.9	-3.1	7.0
43	-0.4	CC(C)NC(=O)CSc1nnc(-c2ccc(C(C)(C)C)cc2)n1C	-5.1	3.6	-0.4	-2.5	102.0	-12.9	5.8	-15.2
44	1.0	COc1cc(C(=O)N2CCC(NC(=O)C(Cc3ccccc3)NC(C)=O)CC2)cc(OC)c1OC (stereo not given)	-1.1	0.8	-6.4	-0.8	89.1	-18.5	2.8	6.7
45	11.6	O=C(NCC(=O)N(Cc1ccco1)C(C(=O)NC1CCCCC1)c1cccnc1)c1ccco1 (stereo not given)	-1.9	5.0	7.7	4.4	75.8	-1.2	22.5	0.0
46	5.8	O=C(O)C1CC=CCC1C(=O)N1CCN(c2nc(-c3ccccc3)c3ccccc3n2)CC1 (stereo not given)	-0.4	2.3	8.1	5.7	112.9	-11.5	-3.7	0.5
47	-3.6	COC(=O)c1ccc(CN(Cc2ccc(C(=O)OC)o2)C(C)(C)C)o1	1.6	3.8	-0.6	-1.8	107.8	-6.4	-3.8	-3.6
48	1.9	CC(Sc1nc(-c2ccccc2)cc(C(F)(F)F)n1)C(=O)N1CCC(C(N)=O)CC1 (stereo not given)	5.2	0.6	8.1	2.9	75.7	-21.8	7.1	7.0
49	14.2	COc1ccc(Cl)cc1NC(=O)c1nc2nc(C)cc(C(F)F)n2n1	3.0	4.3	8.5	7.3	87.6	-2.4	.	4.0
50	-4.0	Cc1onc(-c2ccccc2Cl)c1C(=O)Nc1ccc(S(=O)(=O)NCC2CCCO2)cc1 (stereo not given)	-1.8	0.4	0.7	-7.9	92.2	2.9	-12.8	-1.2
51	8.2	COc1cc(-c2nc3cnccn3c2Nc2ccccc2)ccc1O	2.9	1.1	7.9	6.2	64.4	5.9	.	8.8
52	-6.8	Brc1ccc(CSc2ncn[nH]2)cc1	-3.7	-1.2	0.1	1.6	97.3	-13.8	-2.6	-4.8
53	4.2	COC(=O)c1ccc(C(=O)OC)c(N)c1	-10.5	-9.6	-7.2	6.2	84.8	-49.5	-61.2	0.7
54	-5.3	O=C(NCc1cccc(Cl)c1)c1ccco1	1.2	2.3	3.7	-9.1	106.3	3.4	-5.4	-1.1
55	1.6	CCCOc1ccc(C(CC(=O)O)NS(=O)(=O)c2ccc(NC(C)=O)cc2)cc1 (stereo not given)	4.2	-5.6	-3.1	-0.9	80.5	-56.3	26.3	5.3
56	-3.1	CCN(CC)CC#CCOC(=O)C(O)(c1ccccc1)C1CCCCC1 (stereo not given)	-8.0	2.3	9.3	-0.9	93.4	6.0	1.1	-2.6
57	3.3	COC(=O)CSc1nc2ccc(NC(=O)CSc3nnnn3Cc3ccccc3)cc2s1	0.9	0.0	-3.9	-1.7	81.5	-5.8	.	0.7
58	0.7	Cc1ccc(-c2cc(C(=O)OCC(=O)Nc3cc(C)on3)c3ccccc3n2)c(C)c1	-5.7	0.3	1.5	-0.2	94.2	-3.9	-9.4	-3.9
59	5.4	Nc1ncnc2nc(SCc3ccccc3)[nH]c12	3.7	-4.2	-0.9	2.8	114.6	-27.3	-8.4	-0.5
60	3.5	O=C(c1cc(-c2ccc(Cl)c(Cl)c2)on1)N1CCN(c2ccccc2)CC1	5.2	-2.9	-1.6	5.6	62.5	-1.3	8.1	9.3

Only part of the results is shown. The share of hits here may be higher or lower than overall.
